Source: PubChem (Sanford-Burnham Center for Chemical Genomics)
APJ antag = blocks the human apelin receptor APJ; P35414; CHO-K1 APJ beta-arrestin complementation, luminescence; inhibition, % at 20 µM; 330,000 tested, 0.32% active;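 active = inhibition above about 40% at 20 µM, limit read from the data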;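 also: cells challenged with 10 nM apelin-13 agonist together with compound; plate controls were apelin-13 plus DMSO wells for no effect and DMSO wells lacking apelin-13 for full effect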
Target sequence (P35414 whole entry, looked up): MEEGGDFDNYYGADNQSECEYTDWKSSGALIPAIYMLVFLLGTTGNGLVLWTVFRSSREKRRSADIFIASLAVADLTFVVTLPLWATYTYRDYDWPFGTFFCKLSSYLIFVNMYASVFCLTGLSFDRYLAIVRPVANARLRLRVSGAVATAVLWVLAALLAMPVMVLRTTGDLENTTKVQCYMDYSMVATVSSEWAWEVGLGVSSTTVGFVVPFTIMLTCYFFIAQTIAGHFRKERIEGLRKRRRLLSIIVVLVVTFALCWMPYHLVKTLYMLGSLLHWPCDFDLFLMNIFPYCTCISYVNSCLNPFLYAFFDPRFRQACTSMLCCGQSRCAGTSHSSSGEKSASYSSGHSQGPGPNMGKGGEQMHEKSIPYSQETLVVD
tim23-1 inh = tim23-1 yeast growth inhibition | S. cerevisiae tim23-1 growth, BacTiter-Glo luminescence, 24 h | inhibition, % at 20 µM | 330,000 tested, 1.3% active | AID 463212;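 active = growth inhibition of the mutant yeast at or above 50%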;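 also: temperature-sensitive mutant grown at 25 °C; plate controls were DMSO-treated mutant yeast for no effect and medium wells lacking yeast for full effect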
NR3A LBD binder = modulates the human NR3A ligand-binding domain. 340,000 tested, 2.5% active. NR3A LBD differential scanning fluorimetry, Tm shift; 0% = protein alone, 100% = glycine-bound protein. Tm shift relative to glycine control, % at 25 µM. AID 1259313;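 active = melting temperature shift of at least 10% of the positive control shift, at one fixed dose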
beta cell repl = MIN6 beta-cell proliferation induction. MIN6 cells proliferation, ATPlite luminescence, 48 h; cells starved in 0.2% serum; 100% = growth in 10% serum. AID 2380. proliferation, % at 10 µM. 330,000 tested, 0.29% active;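 active = compounds whose signal lies at least 3.5 SD above the mean of all wells on their plate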;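 also: 0% = DMSO-treated cells in low-serum medium and 100% = 10% serum control; some compounds called inactive have numbers as strong as hits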
APJ ag = APJ receptor agonism; P35414; CHO-K1 APJ PathHunter beta-arrestin, luminescence; 0% DMSO wells, 100% apelin; activation, % at 20 µM; 330,000 tested, 0.11% active; AID 2520;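 active = activation more than six SD over the plate average, tested at 20 µM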;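 also: 0% = DMSO alone and 100% = apelin-13 at 10 nM; some results filed as inactive read as strong as hits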
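Material: CHO-K1 APJ beta-arrestin complementation cell line; Input: cell density 1000 per well; Incubation: compound stimulation 90 min at 25 °C, detection 60 min; Signal: luminescence from split beta-galactosidase complementation, Galacton Star/Emerald II substrate; Controls: DMSO-only wells as negative, 10 nM Apelin-13 as positive control.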
NALP3 yeast inh = blocks the NALP3 inflammasome reconstituted in yeast; Yeast reconstituted NLRP3/ASC/caspase-1, beta-gal luminescence, 24 h; inhibition, % at 10 µM; 330,000 tested, 0.39% active;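 active = inhibition of 50% or more; inactive = inhibition below 50%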;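 also: plate controls were induced DMSO wells for no effect and uninduced yeast grown without galactose for full effect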
MPTP block = blocks calcium-induced mitochondrial swelling | isolated mouse mitochondria, Ca2+ swelling absorbance, 30 min | inhibition, % at 10 µM | 360,000 tested, 1.4% active | AID 602449;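 active = inhibition of 50% or more, scaled per plate between neutral and stimulator controls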;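 also: 0% = DMSO wells given calcium and 100% = 1 mM EGTA wells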
TIM10 inh = TIM10 yeast growth inhibition | S. cerevisiae TIM10 strain growth, BacTiter-Glo luminescence, 24 h | inhibition, % at 10 µM | 330,000 tested, 1.4% active | AID 463195;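 active = inhibition of 40% or more at the single tested concentration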;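 also: wild-type TIM10 isogenic control strain grown at permissive 25 °C; 0% = DMSO yeast wells and 100% = minimal medium wells without yeast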
tim10-1 inh = inhibits growth of tim10-1 mutant yeast; S. cerevisiae tim10-1 ts strain growth, BacTiter-Glo, 24 h; inhibition, % at 20 µM; 330,000 tested, 2.2% active;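 active = inhibition of at least 40%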;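 also: mutant grown at 25 °C; 0% = DMSO wells with yeast and 100% = wells holding no yeast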
* marks the source's active call; other numbers are inactive results; · = not tested or not shown.

SMILES	APJ antag	tim23-1 inh	NR3A LBD binder	beta cell repl	APJ ag	NALP3 yeast inh	MPTP block	TIM10 inh	tim10-1 inh
COc1ccc(CNC(=O)CN(C(=O)c2csnn2)c2cnc3ccccc3c2)cc1	11	7	0	-2	-3	20	1.2	-14	-15
CNC(=S)N1CCN(C(=O)c2ccco2)CC1	8	5	-4	-3	-1	-4	22	11	15
COc1cccc(NC(=O)CSc2nc(=O)n(CCN(C)C)c3c2CCCC3)c1	5	6	1	0	-4	5	0.4	8	8
CS(=O)(=O)c1ccccc1-c1nnc(NC(=O)c2ccco2)o1	12	5	1	-4	-1	5	-2.9	-2	21
CN=C1c2c(-c3ccccc3)c3cc(OC)ccc3n2CCN1C	-4	-1	0	-1	-4	8	68*	-15	-1
Cc1ccc(S(=O)(=O)N(CCC#N)C2CCCCC2)c2nsnc12	-7	23	-1	-1	-4	15	-2.0	24	24
O=C1CN(C(=O)COC(=O)c2c(F)cccc2Cl)c2ccccc2N1	1	10	3	3	-5	7	-0.3	12	1
O=[N+]([O-])c1ccccc1OCc1nc(-c2cccs2)no1	16	30	2	-2	-3	35	-1.6	1	30
COc1ccc(-n2ncc3c(NCc4cccnc4)ncnc32)cc1	-3	5	1	-4	1	10	1.4	-9	2
Cc1ccc(NC(=O)CCC(=O)c2cccs2)cc1F	-11	-2	-2	-1	0	38	0.7	0	-52
CCN(CC)C(CNC(=O)CSc1nnnn1-c1c(C)cccc1C)c1ccco1 (stereo not drawn)	21	7	0	4	-3	19	-0.5	0	3
CCc1ccc(OCC(=O)c2c(O)c3ccccc3oc2=O)cc1	7	22	1	-4	-2	11	-0.6	8	10
CC(=O)N1CN(Cc2ccccn2)Cc2c1sc1c2CCCC1	-3	1	1	-3	-3	3	-1.6	-4	10
O=C(Cc1ccccc1[N+](=O)[O-])NCCCc1ccccc1	11	18	-1	0	-2	20	0.6	0	18
COc1ccc(NC2CCCN(C(=O)CN3C(=O)c4ccccc4C3=O)C2)cc1OC (stereo not drawn)	-7	8	-1	-1	10	14	0.3	10	4
CCOC(CNC(=O)c1cccn2c(=O)c3cc(Cl)ccc3nc12)OCC	50*	36	0	-1	-3	8	0.1	12	31
Cc1ccc(S(=O)(=O)N2CC=C(c3c(C)n(C)c4ccccc34)CC2)cc1	3	7	-3	0	-3	10	0.5	6	10
Cc1c(F)cccc1NS(=O)(=O)c1ccc2c(c1)n(C)c(=O)c(=O)n2C	10	10	-2	-2	1	5	-0.6	-6	-6
O=c1cnnc(Nc2ccccc2)[nH]1	-1	3	0	-1	-1	12	-1.0	-4	4
CC(OC(=O)CN1C(=O)NC2(CCCC2)C1=O)C(=O)Nc1cccc(Cl)c1 (stereo not drawn)	9	13	2	-1	3	-5	-0.2	7	4
CCOC(=O)c1ccc(NC(=O)C2COc3ccccc3O2)cc1 (stereo not drawn)	15	38	-1	0	0	32	-1.0	-4	22
CC(C)N(C(=O)Cn1c(SCC(=O)N2CCN(c3ccccc3)CC2)nc2ccccc21)C(C)C	-19	6	1	0	6	22	·	5	-15
COc1ccc(-c2cc3c(nn2)-c2ccccc2C3=O)cc1	40*	27	-1	-5	-10	49	2.9	42*	18
O=C(Nc1ccc(Cl)cc1)C1=Cc2cc(Cl)ccc2OC1	3	5	26*	-7	-3	10	99*	4	22
COc1ccc(-n2c(SCC(=O)NC3CC3)nc3ccccc3c2=O)cc1OC	8	15	0	-1	-3	21	-2.2	12	6
(next part)
SMILES	APJ antag	tim23-1 inh	NR3A LBD binder	beta cell repl	APJ ag	NALP3 yeast inh	MPTP block	TIM10 inh	tim10-1 inh
O=C(Nc1ccc(Br)cc1C(=O)O)c1ccc2c(c1)C(=O)N(Cc1ccccc1)C2=O	-44	25	2	-5	-1	9	5.8	9	19
Fc1ccccc1N1CCN(c2ncnc3nc[nH]c23)CC1	1	16	1	11*	-2	14	4.9	-2	9
CCc1cccc(C)c1NC(=O)C(c1ccc(O)cc1)N1CCC1=O (stereo not drawn)	2	18	0	-3	-6	16	-1.3	16	25
Cc1ccc(CS(=O)Cc2ccc(C(=O)NCc3ccc(OC(C)C)cc3)o2)cc1 (stereo not drawn)	16	4	-3	-2	6	-3	-1.2	6	-7
CC(=O)NC1C(Oc2cccc(C)c2)OC2COC(c3ccco3)OC2C1O (stereo not drawn)	22	1	-6	-3	6	12	2.5	-5	4
CC(=O)NC(=S)NNC(=O)C(c1ccccc1)c1ccccc1	17	12	-4	-3	-4	29	-1.5	31	27
CC1CN(C(=O)c2ccccc2OCc2ccccc2Cl)CC(C)O1 (stereo not drawn)	13	14	2	0	-2	19	-0.8	2	25
CC(=O)N(C1CC(C)C(C#N)(C#N)C1(C#N)C#N)N(C)C (stereo not drawn)	15	9	-1	-7	-2	5	-11	9	5
CCc1nc(Nc2ccccc2)c2oc3ccccc3c2n1	5	42	-11	-4	-2	20	3.2	28	30
CCN(CC)CCCNC(=O)CNC(=S)N(CCCN1CCOCC1)Cc1cccs1	2	10	2	-1	0	2	1.6	13	11
N#C/C(=C(/O)COC(=O)CCc1ccc(S(=O)(=O)N2CCOCC2)cc1)c1nc2ccccc2[nH]1	-1	-11	-8	-2	-1	-5	0.2	-7	27
C/C(=N\NC(=O)c1ccc(N/N=C(\C)c2ccncc2)cc1)c1ccncc1	2	1	-22	1	4	12	4.3	5	0
Cc1cccc(NC(=O)C2CC(=O)OC23CCCC3)c1 (stereo not drawn)	6	5	-4	1	-5	5	3.4	4	10
Nc1ncnc(Nc2cc(Cl)cc(Cl)c2)c1[N+](=O)[O-]	1	-15	-1	0	0	-18	0.7	-18	12
Cc1ccc(C(=O)Cn2ncsc2=N)cc1	-6	22	0	-3	-2	24	-2.4	24	26
COc1cc2c(cc1OC)-c1cc(NC3CC3)nc(=O)n1CC2	-25	3	0	2	-1	17	-7.9	-14	3
CNCC(O)Cn1c(C(F)(F)F)nc2ccccc21 (stereo not drawn)	9	0	0	0	1	-3	4.9	-3	2
CN(Cc1ccccc1)Cc1nc2c([nH]1)c(=O)[nH]c(=O)n2C	6	-3	0	-1	-2	-1	-0.4	0	8
Clc1ccc(C2=NCCn3nc4ccccc4c32)cc1	7	26	0	-2	1	18	-0.5	25	31
COc1cccc(NC(=O)COC(=O)c2c(C)noc2C)c1	16	-3	-2	-1	-1	7	-0.8	-15	-17
CN(Cc1nc(-c2ccccn2)no1)S(=O)(=O)c1ccc(Cl)cc1	1	18	7	-1	-2	-2	2.6	0	16
Cc1nnc(NCc2ccccc2)c2ccccc12	-22	4	-2	-2	1	12	-1.1	-5	-13
c1ccc2c(c1)CC(N1CCCCC1)c1ccccc1S2 (stereo not drawn)	22	3	0	-4	-1	6	-1.6	1	5
CC(=O)N(c1cccc(C)c1)C1SC(=O)N(c2ccccc2)C1=O (stereo not drawn)	-18	18	-1	0	-5	11	-2.2	8	25
CNc1nc(C)c(C#N)cc1C(C)=O	3	4	-2	4	3	8	-2.1	6	11

Among those listed so far, five have fluorine:
SMILES	APJ antag	tim23-1 inh	NR3A LBD binder	beta cell repl	APJ ag	NALP3 yeast inh	MPTP block	TIM10 inh	tim10-1 inh
O=C1CN(C(=O)COC(=O)c2c(F)cccc2Cl)c2ccccc2N1	1	10	3	3	-5	7	-0.3	12	1
Cc1ccc(NC(=O)CCC(=O)c2cccs2)cc1F	-11	-2	-2	-1	0	38	0.7	0	-52
Cc1c(F)cccc1NS(=O)(=O)c1ccc2c(c1)n(C)c(=O)c(=O)n2C	10	10	-2	-2	1	5	-0.6	-6	-6
Fc1ccccc1N1CCN(c2ncnc3nc[nH]c23)CC1	1	16	1	11*	-2	14	4.9	-2	9
CNCC(O)Cn1c(C(F)(F)F)nc2ccccc21 (stereo not drawn)	9	0	0	0	1	-3	4.9	-3	2

(continued)
SMILES	APJ antag	tim23-1 inh	NR3A LBD binder	beta cell repl	APJ ag	NALP3 yeast inh	MPTP block	TIM10 inh	tim10-1 inh
CCOC(=O)c1c(C)[nH]c(C)c1S(=O)(=O)N1CCOCC1	6	1	0	3	-6	-3	-0.9	-3	3
Cc1ccn2c(=O)c(NC(=O)c3cccc4ccccc34)c(C)nc2c1	-61	-18	0	7	14	14	-2.2	-3	-12
CC(OC(=O)c1ccc(O)cc1)C(=O)Nc1cc(C(F)(F)F)ccc1Cl (stereo not drawn)	-13	18	0	-5	-2	6	42	-1	11
C/C(=N\Nc1ccc(S(=O)(=O)N2CCCCC2)cn1)c1cccc(Br)c1	8	45	-7	-8	-3	12	-1.1	41*	25
CC(=O)c1cccc(N(CC(=O)NCCc2ccccc2)C(=O)c2csnn2)c1	-9	3	-1	-3	1	20	-2.9	-1	0
O=C(Nc1cccc(S(=O)(=O)N2CCOCC2)c1)c1c2c(nc3ccccc13)CCC2	-11	-9	-6	-2	4	12	1.6	-12	21
COc1ccc(NS(=O)(=O)c2cccc(C(=O)N/N=C/c3cccs3)c2)cc1	-3	-7	-6	-1	-1	-4	2.7	-9	-8
CC(=O)c1cc(C(=O)Nc2ccc(C(=O)O)cc2)oc1C	4	6	0	-1	-3	2	-0.7	-15	5
Cc1ccc(S(=O)(=O)N2CCN(c3ccccn3)CC2)cc1	-1	6	-4	3	-4	12	2.6	-4	0
CN(C(=O)c1ccccc1C(=O)OCC(=O)c1ccc(F)cc1)c1ccccc1	-51	17	-5	5	-5	3	-1.0	-1	10
CCN1CC(CN(C)Cc2nc(-c3ccc(C(F)(F)F)cc3)no2)CC1=O (stereo not drawn)	-11	16	0	2	-2	6	3.5	7	8
COc1cc(OC)cc(-n2nnnc2SCC(=O)Nc2ccc(C(C)=O)cc2)c1	-13	-10	5	0	5	0	-0.7	2	18
COc1ccc(NC(=O)Cn2nc(Cc3cccnc3)c3ccccc3c2=O)cc1OC	14	3	-3	1	5	19	-2.0	-2	17
COc1ccccc1[N+](=O)[O-]	-1	-16	2	0	-4	0	1.4	5	-9
O=C(CSCc1ccc([N+](=O)[O-])cc1)NC1CCCCCC1	8	23	1	-1	-3	19	2.3	4	16
COc1ccc(CNC(=O)[C@H](CCSC)NC(=O)N2CCn3c2nc2ccccc23)cc1	12	14	-1	2	-1	10	-2.1	-4	19
CC(=O)c1cccc(NC(=O)Cn2c(=O)oc3cc(S(=O)(=O)N4CCCC4)ccc32)c1	-20	3	2	-2	-2	-12	1.1	6	8
COC(=O)c1ccc(N2CCN(C)CC2)c(NC(=O)c2ccc(Br)o2)c1	5	-7	-1	5	-5	21	0.4	0	1
Cc1cc(C)c2cc(CN(Cc3ccco3)C(=S)NCC3CCCO3)c(=O)[nH]c2c1 (stereo not drawn)	9	24	-1	0	-3	0	-1.4	12	24
CCCC[n+]1c(-c2ccc(Cl)cc2Cl)csc1Nc1ccccc1	4	-2	-5	-7	-3	13	5.0	9	10
Nn1c(SCc2ccccc2)nnc1-c1ccco1	-72	0	-1	-3	1	16	-0.5	8	-20
CCOC(=O)C1=C(C)N(CC)C(=S)NC1c1ccc(Cl)cc1 (stereo not drawn)	9	41	-8	-4	-2	-6	2.1	29	25
NC(=O)CC(NC(=O)Cc1ccc(Br)cc1)c1ccc(NC2CCCC2)c([N+](=O)[O-])c1 (stereo not drawn)	12	-11	-7	-7	-6	10	2.3	-3	-22
COc1ccc(NC(=O)c2cccc(S(=O)(=O)N3CCOCC3)c2)cc1	-5	12	-1	-2	-2	-2	0.3	-4	13
COc1cc(OC)cc(OC(=O)C2CCN(S(=O)(=O)c3ccc(OC)c(OC)c3)CC2)c1	-47	-2	0	-1	-1	25	0.0	-9	0
CCOC(=O)c1c(-c2ccc(C)o2)csc1NC(=O)CSc1nnnn1-c1ccccc1	5	-1	2	-5	1	30	-0.7	4	11
